# From PubChem BioAssay
# EPAC2 antagonist – antagonists of human EPAC2 | Potency, µM (titrated, usually from 114 µM), inactives show at the top dose activity, negative = inhibition, most hits filed as inhibitors | Q8WZA2 | EPAC2 GEF exchange of Rap1B-BODIPY-GDP, fluorescence | 0.18% of 360,000 active; further: potency means the concentration at half of the fitted maximal effect; on the % scale 0 is the no-effect control and ±100 the full control effect; nearly all actives have a fitted effect of over 45% in size; many of its hits are not listed in these tables
# D3 antag – D3 dopamine receptor (human) antagonism | P35462 | max response, negative = inhibition, % | D3R cells, DiscoveRx beta-arrestin luminescence, antagonist mode; stronger effect = lower value | 2.5% of 360,000 active; in the data active means max response below about -50%; inconclusive means no clear call, values can overlap the other calls; further: on the % scale 0 is the no-effect control and ±100 the full control effect; mostly tested at two doses, the higher about 12 µM
# Target sequence (P35462 whole entry, looked up): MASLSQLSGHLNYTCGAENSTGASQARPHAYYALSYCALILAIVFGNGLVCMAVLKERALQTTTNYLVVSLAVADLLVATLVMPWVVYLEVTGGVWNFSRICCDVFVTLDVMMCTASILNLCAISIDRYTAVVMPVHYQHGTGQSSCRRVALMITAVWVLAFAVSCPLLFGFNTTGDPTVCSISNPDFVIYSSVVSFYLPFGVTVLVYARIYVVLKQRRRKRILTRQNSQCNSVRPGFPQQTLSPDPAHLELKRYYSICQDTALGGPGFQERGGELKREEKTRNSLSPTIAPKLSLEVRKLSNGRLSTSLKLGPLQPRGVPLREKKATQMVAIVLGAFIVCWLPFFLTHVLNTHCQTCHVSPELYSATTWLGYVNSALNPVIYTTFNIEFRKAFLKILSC
#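 Cells plated overnight at 1500 cells/well, then exposed to library compounds with dopamine controls for 90 minutes at 37 degrees C. DiscoveRx reagent added for 30–60 minutes at room temperature; luminescence read, quantitative HTS format.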
# EPAC2 agonist – agonists of human EPAC2 (RAPGEF4). EPAC2 activation, biochemical qHTS; response scale: 100% = 6.5 mM cAMP response. Potency, µM (highest dose often 154 µM), for the others: at the top dose activation, hits mostly activators. 0.079% of 360,000 active. AID 720711; further: potency means the concentration at half of the fitted maximal effect; nearly all actives have a fitted effect of over 50% in size
#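 Readout is BODIPY fluorescence (480 nm excitation, 540 nm emission), which falls as labeled GDP is exchanged off Rap1B. EPAC2 at 100 nM acted on 250 nM RAP1B-BODIPY-GDP with 50 uM GDP present.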
# D3 ag – activates the human D3 dopamine receptor. 0.58% of 410,000 active. max activation, %. P35462. D3R DiscoveRx beta-arrestin cells, luminescence, 90 min. AID 652048; in the data active means max activation above about 30%; further: 0% is about no effect; mostly tested at two doses, the higher about 12 µM
#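 Cells at 1500/well, incubated overnight, then treated with pinned compounds (dopamine as control) for 90 min at 37 degrees C. DiscoveRx reagent added for 30 - 60 minutes at room temperature; luminescence read.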
# CCT modulator – changes cytosolic chaperonin activity; purified chaperonin ATPase assay, HTRF ADP detection, 30 min; activity change, % (concentration not given with the values), hits read low; 0.3% of 360,000 active; AID 651819; in the data active means activity change below about -30%; further: on the % scale 0 is the no-effect control and ±100 the full control effect
#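 ATPase activity: ADP formed was measured by HTRF Transcreener (665/615 nm ratio) after 30 min at 37 deg C with 10 uM ATP. Compounds screened at one 76 uM concentration against 40 or 20 nM TRiC in Tris pH 7.4/KCl/MgCl2/DTT buffer.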
# Akt phos inh – inhibitors of Akt phosphorylation; Neuro2A IGF-stimulated pAkt S473 HTRF, 20 min; stronger effect = lower value; activity change, % for hits at 50 µM; 0.32% of 360,000 active; in the data active means activity change below about -80%; inconclusive means mostly about -51% to -80%; further: on the % scale 0 is the no-effect control and ±100 the full control effect
#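 Single-point screen (50 µM final compound) in Neuro2A cells stimulated 20 min with 6 nM IGF at 37 deg C. After lysis, Ser473-phosphorylated Akt read by HTRF (ex 330 nm, em 615/665 nm) as the 665/615 ratio.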
# Mm-Cpn inhibitor – M. maripaludis TRiC chaperonin inhibition; 0.031% of 330,000 active; Potency, µM (titrated, usually from 76.9 µM), inactives show top-dose activity, negative = inhibition, usual class: inhibitors; AID 504842; purified Mm-Cpn ATPase, ADP Transcreener TR-FRET; further: potency means the concentration at half of the fitted maximal effect; on the % scale 0 is the no-effect control and ±100 the full control effect; nearly all actives have a fitted effect of over 80% in size
#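 ATPase read-out: TR-FRET ADP immunoassay (anti-ADP Eu cryptate vs ADP-d2), ex 320 nm, em 590/665 nm; signal drops as ADP forms. Enzyme 25 nM, ATP 10 uM, 30 min at 37°C after 10 min compound preincubation.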
# PTHR1 agonist – PTHR1 (human) receptor agonism | Q03431 | HEK293 GP2 PTHR1 cells, GloSensor cAMP luminescence, 1 h | Potency, µM (titrated, usually from 115 µM), without a hit: at the top dose activation, most hits filed as activators | 0.075% of 410,000 active; further: potency means the concentration at half of the fitted maximal effect; nearly all actives have a fitted effect of over 55% in size; some results filed as inactive show a strong effect at the top dose; inactives centre near -15; many of its hits are not listed in these tables
# Target sequence (Q03431 whole entry, looked up): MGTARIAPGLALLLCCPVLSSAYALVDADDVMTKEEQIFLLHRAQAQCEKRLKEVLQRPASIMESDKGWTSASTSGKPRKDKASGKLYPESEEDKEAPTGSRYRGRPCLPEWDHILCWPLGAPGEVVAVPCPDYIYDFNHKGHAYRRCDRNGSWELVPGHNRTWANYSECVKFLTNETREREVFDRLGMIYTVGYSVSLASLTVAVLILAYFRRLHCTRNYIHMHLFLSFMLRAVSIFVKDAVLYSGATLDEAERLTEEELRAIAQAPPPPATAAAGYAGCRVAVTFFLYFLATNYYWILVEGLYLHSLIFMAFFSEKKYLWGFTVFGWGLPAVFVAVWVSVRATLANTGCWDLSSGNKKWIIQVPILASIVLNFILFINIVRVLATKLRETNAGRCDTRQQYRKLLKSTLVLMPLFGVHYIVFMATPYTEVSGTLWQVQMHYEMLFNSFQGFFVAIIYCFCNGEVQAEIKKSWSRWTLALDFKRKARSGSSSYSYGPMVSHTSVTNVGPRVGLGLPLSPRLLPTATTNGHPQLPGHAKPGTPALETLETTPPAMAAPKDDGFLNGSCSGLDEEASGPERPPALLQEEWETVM
#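 HEK-293-derived GP2 cells expressing PTHR1 and a GloSensor cAMP reporter, 3,000/well, plated overnight, given luciferin plus IBMX (each 0.5 mM as added) for 1 h at 37 °C, then compound for 1 h at 37 °C. Luminescence was read after 15 min at room temperature.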
# An asterisk follows results filed as active; i = inactive; ? = inconclusive; . = no result given; [ ] = another dose, or the depositor's remark. Unless noted, the call rests on the fitted dose curve; in most records, active means well fitted curve in the direction sought with a large enough effect; inconclusive means small, poorly fitted or top-dose-only effect, or another doubt; inactive means no such curve, though single readings can be large; an effect the other way counts as inactive or inconclusive. Only part of the results is shown, so the mix of outcomes need not match the whole.
# Under each structure: EPAC2 antagonist	D3 antag	EPAC2 agonist	D3 ag	CCT modulator	Akt phos inh	Mm-Cpn inhibitor	PTHR1 agonist
- COc1ccc(CCN(C)C(=O)C23CC4CC(CC(Cl)(C4)C2)C3)cc1OC
  -3.8%	-7.8	3.6%	-4.0	-0.3	i	-0.7%	i
- CC(C)(C)OC(=O)C(C1NC(C(=O)O)C(C)(C)S1)N1C(=O)c2ccccc2C1=O (centres undefined)
  -0.1%	-4.1	4.4%	6.0	-4.5	i	.	i
- COC(=O)c1sccc1NC(=O)CCC1CCCC1
  -2.2%	11.1	14.1%	-1.8	-1.2	i	-0.8%	-11.2%
- Cc1cc2n(n1)C(c1sccc1C)Nc1c(C)cccc1-2 (centres undefined)
  -0.5%	?	18.8%	7.6	0.6	i	-0.7%	-1.4%
- CCC1(CC)Cc2ccccc2C(=C(C#N)C#N)N1
  10.0%	1.2	1.7%	-1.8	-0.4	i	1.7%	i
- c1ccc(-n2nnnc2Cc2nnnn2-c2ccccc2)cc1
  0.8%	15.0	5.7%	2.3	-1.4	i	0.9%	-9.5%
- C=Cc1ccc(Cn2c(C)c(C(=O)NCc3ccc(C#N)cc3)sc2=O)cc1
  7.3%	1.8	13.8%	-0.9	1.6	i	.	-83.2%[inhibitor]
- OC(COc1c(F)cc(Br)cc1F)CN1CCc2ccccc2C1 (centres undefined)
  -13.2%	-110.6*	2.2%	-20.8	-0.2	i	0.6%	-80.7%[inhibitor]
- CCCCn1c(N)c(N(CC(C)C)C(=O)C2CC(=O)N(c3ccc(CC)cc3)C2)c(=O)[nH]c1=O (centres undefined)
  -24.3%	25.9	3.8%	1.3	-1.4	i	1.6%	i
- Cc1ccc([N+](=O)[O-])cc1S(=O)(=O)Nc1ccc(OCC(=O)N2CCOCC2)cc1
  8.9%	5.6	-2.5%	2.9	-6.7	i	-0.2%	-26.4%
- O=C1[C@@H](c2ccccc2)[C@@H](c2ccccc2)N1c1cccnc1
  -21.8%	6.5	8.1%	0.0	0.8	i	3.4%	-50.1%[inhibitor]
- CCOC(=O)C1(Cc2ccc(Cl)cc2)CCN(C(=O)CCc2cnccn2)CC1
  -4.4%	5.5	7.1%	3.6	0.7	i	0.6%	-18.2%
- COC(=O)Nc1ccc(=O)n(Cc2c(Cl)cccc2Cl)c1
  9.9%	-23.9	10.5%	-4.7	-7.7	i	-1.9%	-67.5%[inhibitor]
- CCOC(=O)CC(NS(=O)(=O)c1ccc2[nH]c(=O)sc2c1)c1ccc(C)cc1 (centres undefined)
  3.8%	49.9	-3.2%	-3.7	0.4	i	1.6%	-6.0%
- CC1(C(=O)Nc2cccc3cccnc23)CCN1Cc1cccc2c1OCO2 (centres undefined)
  5.6%	132.2	10.2%	16.1	-0.6	i	.	i
- CCN1CCN(C(=O)CN(CC)S(=O)(=O)c2ccc(F)cc2)CC1
  15.2%	-10.6	-2.6%	-26.0	3.1	i	0.6%	i
- CCc1nnc(NC(=O)CCN2C(=O)c3ccccc3S2(=O)=O)s1
  4.5%	9.5	4.7%	1.7	-0.3	i	0.9%	-1.0%[57.5 µM]
- CCc1c(C)sc(NC(=S)N2CCN(S(C)(=O)=O)CC2)c1C(=O)OC
  -12.8%	-9.4	6.1%	2.9	-1.2	i	-3.9%	-2.7%
- O=C(CCl)Nc1cc(-c2ccccc2)nn1-c1ccccc1
  7.2%	?	12.3%	2.7	3.0	i	-1.4%	-26.8%
- Cn1cnnc1Sc1nc2ccccc2nc1NS(=O)(=O)c1ccccc1
  17.5%	?	6.7%	-19.9	-2.3	i	-1.9%	11.2%
- CN1CCC(N(CCc2ccccc2)C(=O)CCC(=O)O)CC1
  16.8%	7.3	3.3%	-0.2	-0.6	i	-0.2%	i
- CC(C)(C)NC(=O)C(=O)N/N=C/c1ccc(Br)cc1
  16.1%	29.3	2.8%	-17.9	-2.9	i	1.6%	-11.5%
- CC(C)c1ccccc1OCC(=O)N1CCCCCCC1
  -0.7%	20.1	-10.5%	4.2	-1.1	i	-0.7%	-2.5%
- COCCNC(=O)C1(C)CCN(C(=O)c2ccc(F)c(C)c2)C1 (centres undefined)
  -8.7%	-16.2	0.2%	-3.5	-5.9	i	.	i
- COc1ccc(-n2nc3ccc(N)cc3n2)cc1Cl
  7.9%	-4.3	1.5%	1.9	-8.0	i	-1.9%	-28.7%
- COc1ccc(OC)c(N(CC(=O)NCCSc2ccccc2)S(C)(=O)=O)c1
  10.8%	14.1	3.9%	-1.4	-0.8	i	1.5%	i
- O=c1ccn([C@@H]2O[C@H](CNS(=O)(=O)c3csc(-c4ccno4)c3)[C@@H](O)[C@H]2O)c(=O)[nH]1
  -5.8%	16.4	2.3%	44.3*	1.4	i	.	i
- O=C(C[n+]1ccc2ccccc2c1)Nc1cc(C(F)(F)F)ccc1Cl
  -2.5%	-68.0*	-1.7%	-35.9	0.1	i	-0.9%	-3.0%
- Oc1ccc2ccccc2c1/C=N/n1cnnc1
  -2.3%	-7.4	2.1%	1.2	-0.5	.	-24.5%	i
- O=C(NCC1COc2ccccc2O1)c1ccco1 (centres undefined)
  16.9%	-14.4	-0.6%	-6.3	-1.4	i	-0.7%	-50.2%[inhibitor][57.5 µM]

# Next section; the last 6 above are carried over.
# Under each structure: EPAC2 antagonist	D3 antag	EPAC2 agonist	D3 ag	CCT modulator	Akt phos inh	Mm-Cpn inhibitor	PTHR1 agonist
- COc1ccc(-n2nc3ccc(N)cc3n2)cc1Cl
  7.9%	-4.3	1.5%	1.9	-8.0	i	-1.9%	-28.7%
- COc1ccc(OC)c(N(CC(=O)NCCSc2ccccc2)S(C)(=O)=O)c1
  10.8%	14.1	3.9%	-1.4	-0.8	i	1.5%	i
- O=c1ccn([C@@H]2O[C@H](CNS(=O)(=O)c3csc(-c4ccno4)c3)[C@@H](O)[C@H]2O)c(=O)[nH]1
  -5.8%	16.4	2.3%	44.3*	1.4	i	.	i
- O=C(C[n+]1ccc2ccccc2c1)Nc1cc(C(F)(F)F)ccc1Cl
  -2.5%	-68.0*	-1.7%	-35.9	0.1	i	-0.9%	-3.0%
- Oc1ccc2ccccc2c1/C=N/n1cnnc1
  -2.3%	-7.4	2.1%	1.2	-0.5	.	-24.5%	i
- O=C(NCC1COc2ccccc2O1)c1ccco1 (centres undefined)
  16.9%	-14.4	-0.6%	-6.3	-1.4	i	-0.7%	-50.2%[inhibitor][57.5 µM]
- C(=N\N1CCOCC1)/c1nc(-c2ccccc2)n2ccccc12
  1.7%	17.8	5.3%	-4.4	-1.7	i	-3.0%	-3.1%
- CCOC(=O)c1c(CSC(=N)N)n(-c2ccccc2)c2cc(Br)c(OC(C)=O)cc12
  -1.9%	-25.0	?	-10.2	-0.3	i	-1.1%	i
- COc1ccc(N2Cc3ccccc3/C2=N\C(=O)Nc2ccccc2)cc1
  -5.4%	-3.2	6.9%	-2.8	-1.7	i	-1.0%	-1.0%
- CC1=C(C(=O)N2CCOCC2)CC(CC(=O)NCCN2CCOCC2)C(=O)N1Cc1ccc(C(C)(C)C)cc1 (centres undefined)
  6.1%	4.0	3.2%	-1.3	-0.4	i	.	-30.1%[inhibitor]
- CCOC(=O)CN1C(=O)C(=O)N(Cc2c(Cl)cccc2Cl)C1=O
  17.9%	-10.1	16.8%	6.5	-1.0	i	-0.9%	i
- O=C(Cn1nnc(-c2cccs2)n1)Nc1ccccc1C(F)(F)F
  6.1%	0.0	6.6%	1.1	1.2	i	-1.1%	i
- COc1ccc(C(=O)Oc2ccc3ccc(=O)oc3c2)cc1
  -8.8%	4.7	-0.2%	-5.2	1.1	i	1.4%	-7.2%
- COC(=O)c1ccc(CC2(C)C(=O)Nc3ccc(OC(F)(F)F)cc32)o1 (centres undefined)
  -9.7%	9.4	3.0%	6.5	0.5	i	.	7.6%
- CC(C)(Oc1ccc(Cl)cc1)C(=O)NCc1n[nH]c(=O)c2ccccc12
  -2.4%	0.0	-9.6%	0.9	-0.9	i	-7.4%	-14.1%
- CCn1ccnc1CNC(=O)c1ccc(OC2CCN(C(=O)COC)CC2)cc1
  3.5%	-8.4	0.6%	2.0	-0.4	i	-3.4%	22.3%
- Cc1ccc(OCc2cc(C(=O)N(C)Cc3cc(C4CC4)n[nH]3)no2)cc1C
  -20.3%	1.2	0.2%	1.6	-0.6	i	0.9%	-42.6%[inhibitor]
- CCN(CC)CC(=O)NC12CC3CC(CC(C3)C1)C2
  -0.7%	10.0	6.6%	-10.6	-0.8	i	2.5%	i
- COc1ccc(-c2nc3ccc(C)cn3c2Cc2ccsc2)cc1OC
  -23.0%	-2.8	18.9%	-8.6	-0.8	i	.	-16.9%
- CCc1ccc(S(=O)(=O)NC(CC(=O)O)c2ccccc2)cc1 (centres undefined)
  10.5%	1.4	-2.0%	2.8	0.8	i	0.9%	-14.8%[57.5 µM]
- N#Cc1nc(-c2ccccc2)oc1N1CCCCC1
  -1.1%	-7.3	8.6%	-9.8	-2.2	i	-7.1%	-1.8%[57.5 µM]
- CC(CN1CCCC1)OC(=O)c1cccc(F)c1 (centres undefined)
  9.7%	-5.2	-5.2%	-18.8	-1.4	i	0.0%	-19.7%
- Cc1c(NS(=O)(=O)c2cc(C(=O)N3CCCC(C)C3)ccc2Cl)c(=O)n(-c2ccccc2)n1C (centres undefined)
  -3.9%	2.2	2.1%	1.6	1.5	i	1.6%	i
- Cc1c(C(=O)N2CCCCC2)c(S(=O)(=O)N2c3ccccc3CC2C)c(C)n1C (centres undefined)
  3.5%	1.1	-1.0%	1.0	-6.9	i	-6.4%	i
- C=CCN=C1CCCc2c1[nH]c1ccc(C)cc21
  -9.4%	-5.0	2.5%	-3.7	-11.4	i	-6.4%	7.9%
- COC(=O)C1CSC2c3ccccc3C(=O)N12 (centres undefined)
  -0.8%	-14.2	18.1%	-1.9	-3.8	i	.	-12.0%
- CCCC(=O)N=c1sc2c(OC)ccc(OC)c2n1C
  -1.4%	0.1	12.7%	5.1	-0.4	i	0.1%	-3.1%
- Cc1cccc(C)c1N1CCN(C(=O)N2CCCCC2)CC1
  -2.6%	6.9	6.3%	2.9	2.2	i	-0.3%	i
